ARNT TACC3 PPI: ARNT/TACC3 interaction disruption; inhibition, % at 9.99 µM; 390,000 compounds, 0.66% hits; AlphaScreen His-ARNT PAS-B/GST-TACC3 binding, luminescence; TACC3 fragment carries E629A point mutation;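 active = mean inhibition of replicates at least 50% and at least half of replicates each reaching 50%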;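 also: 0% = complete ARNT plus TACC3 wells and 100% = ARNT alone without TACC3; many hits fall short of the cut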
XiGFP reactiv: X-chromosome reactivation activator | XiGFP mouse fibroblasts, % GFP-positive cells imaging, 3 d; cells co-treated with 5-aza-dC sensitizer; scaled so ellipticine positive control = 100% | activation, % at 7.58 µM | 360,000 compounds, 0.055% hits | AID 743238;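 active = mean normalized replicate activation at least 10% and every replicate at or above 10%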;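 also: 0% = median of on-plate neutral control wells and 100% = ellipticine 6 µM median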
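material = 68-5-11 XiGFP fibroblast line | medium = DMEM plus 5-aza-dC sensitizer | schedule = 3 days compound exposure | benchmarks = positive control ellipticine, 6 µM final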
ERAP1 HTS inh: ERAP1 (human) enzyme inhibition. AID 652197. inhibition, % at 10.7 µM. recombinant ERAP1, Leu-AMC fluorescence, 60 min. 340,000 compounds, 0.15% hits;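 active = mean replicate inhibition of at least 30%, or all replicates individually reaching that 30% level; inactive = mean below 30% and not every replicate reaching it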;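 also: 0% = neutral control wells and 100% = L-leucinethiol positive control wells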
INS-1E GSIS act: primary screen for activators of insulin secretion dependent on glucose, INS-1E cells, GLuc reporter luminescence; INS-1E GLuc reporter insulin secretion, 2-3 h; activation, % at 16.6 µM; 370,000 compounds, 0.61% hits; AID 743287;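 active = lowest replicate activation of at least 40%, so every replicate reaches that level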;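 also: 0% = median of neutral control wells and 100% = median of IBMX positive control wells; some compounds called inactive have numbers as strong as hits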
RAD54 branch: RAD54 (human) branch migration inhibition; Q92698; RAD54 Holliday junction branch migration, FAM/BHQ fluorescence; inhibition, % at 10.4 µM; 360,000 compounds, 0.14% hits;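 active = mean normalized replicate activity at least 40 and at least half of replicates scoring 40 or more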;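 also: 0% = median of neutral control wells and 100% = median of positive control wells; inhibitors cause a drop in the FAM fluorescence signal; in these data hits start at about 50%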
Target sequence (Q92698 whole entry, looked up): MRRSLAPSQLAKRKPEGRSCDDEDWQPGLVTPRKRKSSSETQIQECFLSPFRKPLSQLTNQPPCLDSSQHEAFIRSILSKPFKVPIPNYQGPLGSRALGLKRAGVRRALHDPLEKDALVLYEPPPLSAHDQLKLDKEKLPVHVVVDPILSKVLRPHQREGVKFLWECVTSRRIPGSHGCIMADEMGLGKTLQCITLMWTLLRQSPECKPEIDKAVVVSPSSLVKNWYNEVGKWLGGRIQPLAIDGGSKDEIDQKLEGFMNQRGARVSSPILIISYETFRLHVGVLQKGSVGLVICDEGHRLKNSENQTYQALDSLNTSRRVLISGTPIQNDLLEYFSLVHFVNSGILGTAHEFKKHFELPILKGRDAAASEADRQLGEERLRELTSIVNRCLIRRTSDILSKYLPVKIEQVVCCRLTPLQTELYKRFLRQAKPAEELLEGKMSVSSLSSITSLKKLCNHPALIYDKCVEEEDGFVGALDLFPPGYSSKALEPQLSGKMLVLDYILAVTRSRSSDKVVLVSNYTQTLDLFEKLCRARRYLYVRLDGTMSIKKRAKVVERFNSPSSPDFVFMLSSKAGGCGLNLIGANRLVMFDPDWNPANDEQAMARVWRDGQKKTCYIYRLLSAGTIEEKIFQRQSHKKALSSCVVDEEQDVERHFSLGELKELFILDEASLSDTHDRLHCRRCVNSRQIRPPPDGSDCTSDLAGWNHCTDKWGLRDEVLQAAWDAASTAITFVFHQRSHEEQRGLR
RAD52 inh: blocks human RAD52 DNA annealing; recombinant RAD52 DNA annealing, FRET fluorescence; AID 651710; inhibition, % at 18.7 µM; 360,000 compounds, 0.46% hits; P43351;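 active = every replicate showing at least 50% inhibition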
CFTR F508del cor: CFTR F508del correction in bronchial cells; 350,000 compounds, 0.36% hits; activity (quench increase), % at 7.58 µM; CFBE cells, YFP halide quenching; stimulated with forskolin plus potentiator P3; % fluorescence drop versus neutral controls;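 active = mean added fluorescence quench of at least 8% versus neutral control, with both replicates also reaching 8%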;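 also: cells transiently co-express mutant CFTR-F508del with the halide-sensitive YFP; corrector assay measuring rescue of mutant channel to the surface after 24 h compound exposure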
esBAF inh: inhibitors of esBAF chromatin remodeling in mouse ES cells; 350,000 compounds, 2% hits; reporter increase, % at 12.5 µM; Bmi1-luciferase knock-in reporter, 24 h; 100% = twice the neutral-well signal; in the data active = activation above about 40%;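 also: 0% = median of the plate's neutral control wells and 100% = double that signal; a rise in the Bmi1 reporter signal indicates esBAF inhibition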
Active calls of the source: *; nt = no result given.

SMILES	ARNT TACC3 PPI	XiGFP reactiv	ERAP1 HTS inh	INS-1E GSIS act	RAD54 branch	RAD52 inh	CFTR F508del cor	esBAF inh
COc1ccc(OCCNC(=O)c2ccc3nc(C)c(N(C)C(=O)CCc4ccccc4)n3c2)cc1	nt	0.0	-2.9	-12.6	7.4	4.6	1.8	-1.0
CN1CCCCC(NC(=O)c2ccc3ccccc3c2)C1=O (centres undefined)	nt	0.4	-0.9	8.8	nt	-16.2	-1.4	nt
CCc1cc(C(=O)N2CCCC(CCC(=O)NCc3cccc(OC)c3)C2)no1 (centres undefined)	-3.5	0.0	0.8	-4.6	nt	-7.6	1.2	nt
Cn1ncc(Br)c1C(=O)O	nt	0.2	2.1	-6.8	nt	-15.0	-0.6	nt
CCCCN1CC(O)=C(c2nc(-c3ccc(Br)cc3)cs2)C1=N	-8.0	0.3	nt	-2.2	0.9	-21.4	-2.5	nt
OC[C@H]1O[C@@H](c2nc(-c3cccc4ccccc34)no2)[C@H](O)[C@@H]1O	nt	0.3	0.8	0.1	-7.0	0.1	0.2	22.5
O=C(Cc1ccc(NC2=NC3CS(=O)(=O)CC3S2)cc1)NCc1ccccc1 (centres undefined)	-3.5	-0.2	0.9	-5.3	5.1	-7.6	0.1	-1.3
COc1ccccc1NS(=O)(=O)c1cc(NC(=O)c2cc[n+]([O-])cc2)ccc1N1CCCC1	11.2	0.1	7.5	-6.0	nt	-3.6	0.7	nt
CCOc1ccc(NC(=O)NNC(=O)c2ccc(CC)s2)cc1	-6.5	-0.7	2.9	-3.5	nt	-15.6	0.6	nt
CCOC(=O)c1[nH]cnc1C(=O)Nc1ccc(Cl)cc1	1.9	0.0	-1.1	7.7	nt	-12.9	-3.8	nt
Cc1ccc(CN2CCc3[nH]c(=O)[nH]c(=O)c3C2)cc1	nt	0.0	2.4	2.4	5.5	-14.9	-0.6	-5.2
CCOc1ccc(C(C)NC(=O)c2ccc3c(c2)NC(=O)C(C)S3)cc1OCC (centres undefined)	33.6	-0.1	2.0	8.9	-4.1	-21.7	2.8	2.6
COc1cc(NC(=O)c2cccnc2SC)cc(OC)c1	-2.5	0.2	5.4	4.9	-1.4	-7.1	2.0	-4.7
O=C(C[C@@H]1CC[C@H]2[C@@H](COC[C@@H](O)CN2C(=O)Nc2cccc(Cl)c2)O1)N1CCCCC1	-7.2	0.0	-9.0	-19.7	3.9	-1.4	4.3	2.6
Cc1cccc(NC(=O)C2CCN(S(=O)(=O)c3ccc4c(c3)C(C)(C)C(=O)N4C)CC2)c1C	-11.9	0.0	3.6	nt	-3.6	-9.1	0.7	3.1
CN(CCO)c1ccc(-c2nn(C)c(=O)c3ccccc23)cc1[N+](=O)[O-]	-1.9	0.1	0.2	-3.5	nt	-5.4	1.2	nt
COc1ccc(NC(=O)Cn2nc(C)c3ccccc3c2=O)cc1	-2.9	0.1	-1.0	0.9	-1.3	-5.7	0.9	-8.1
CCCCC(=O)Nc1ccccc1Oc1ccccc1	-4.4	0.0	-0.9	-6.1	nt	-16.5	-4.7	nt
CC(C)Sc1nc(N2CCOCC2)c2c(c1C#N)CC(C)(C)SC2	-3.0	nt	5.7	6.1	2.4	-5.3	0.5	-10.5
CO[C@H]1CN(C)C(=O)c2cc(NS(=O)(=O)c3ccc(C)cc3)ccc2OC[C@@H](C)N(C)C[C@H]1C	-6.8	0.2	1.2	13.1	-0.7	-3.1	-0.8	-2.5

Some values from the list:
COc1cc(NC(=O)c2cccnc2SC)cc(OC)c1 in ERAP1 HTS inh is listed with 5.4
CN(CCO)c1ccc(-c2nn(C)c(=O)c3ccccc23)cc1[N+](=O)[O-] in ERAP1 HTS inh is listed with 0.2

Following part:
SMILES	ARNT TACC3 PPI	XiGFP reactiv	ERAP1 HTS inh	INS-1E GSIS act	RAD54 branch	RAD52 inh	CFTR F508del cor	esBAF inh
Cc1ccc(S(=O)(=O)N2CCC(C(=O)N3CCN(c4ccccn4)CC3)CC2)cc1	-2.9	-0.1	-0.1	-10.4	18.4	3.0	-6.5	nt
O=C(NCCN1CCOCC1)C(=O)NCc1ccco1	7.1	0.0	-1.1	4.7	nt	-11.5	2.4	-2.8
COc1cccc(C(=O)N2CCCC(c3nc(-c4cccs4)no3)C2)c1 (centres undefined)	-14.7	nt	nt	-1.0	-4.2	nt	nt	25.5
CN1CCN(c2ccc(NC(=O)COc3ccc4ccccc4c3)cc2)CC1	28.9	0.0	-0.1	12.0	-2.3	2.2	-1.5	7.0
O=C(NCc1cccnc1)c1ccc(NS(=O)(=O)c2cccc([N+](=O)[O-])c2)cc1	-7.7	0.1	5.5	28.8	2.4	-11.3	-2.6	6.7
Clc1ccc(-n2ncc3c(N4CCCCCC4)ncnc32)cc1	-6.7	0.3	-0.5	-7.0	6.6	-8.2	-0.5	-75.9
COc1ccc(-c2ccc([C@@H]3[C@@H](CO)N4CCCCN(C(=O)c5ccc(F)cc5)C[C@H]34)cc2)cc1	9.0	0.0	0.6	-11.9	9.8	1.9	1.4	nt
CCCNC(=O)c1ccc(N2CCC3(CC2)CC(c2ccccc2)=NO3)c(NC(=O)c2ccco2)c1	-5.5	0.1	-0.4	-8.8	3.1	-1.6	7.5	1.7
CCc1nnc(N2C(=O)c3ccc(Oc4ccc([N+](=O)[O-])cc4)cc3C2=O)s1	-32.9	0.1	-1.4	52.6	nt	-0.5	nt	nt
CCOCCCNC(=O)CN1C(=O)CSc2ccc(S(=O)(=O)N3CCOCC3)cc21	-1.5	0.0	4.5	0.4	6.9	-10.2	1.3	3.9

Of the compounds above, two contain an NH in an aromatic ring.
SMILES	ARNT TACC3 PPI	XiGFP reactiv	ERAP1 HTS inh	INS-1E GSIS act	RAD54 branch	RAD52 inh	CFTR F508del cor	esBAF inh
CCOC(=O)c1[nH]cnc1C(=O)Nc1ccc(Cl)cc1	1.9	0.0	-1.1	7.7	nt	-12.9	-3.8	nt
Cc1ccc(CN2CCc3[nH]c(=O)[nH]c(=O)c3C2)cc1	nt	0.0	2.4	2.4	5.5	-14.9	-0.6	-5.2

(list continues)
SMILES	ARNT TACC3 PPI	XiGFP reactiv	ERAP1 HTS inh	INS-1E GSIS act	RAD54 branch	RAD52 inh	CFTR F508del cor	esBAF inh
CN(C)CC(=O)N1[C@@H]2Cn3c(ccc(-c4ccccc4)c3=O)[C@H]1[C@@H](C(=O)N1CCOCC1)[C@@H]2CO	-10.7	-0.1	0.9	7.7	2.3	-7.6	-2.6	-5.4
CN1[C@@H](COCc2ccccc2)C=CS1(=O)=O	nt	-0.1	-4.6	-3.8	-7.8	11.5	0.2	-1.6
COCC#Cc1cnc2c(c1)C(=O)N([C@H](C)CO)C[C@H](C)[C@H](CN(C)C(=O)Cc1ccncc1)O2	1.2	-1.4	2.4	13.6	2.8	-33.2	-0.8	-4.8
Cc1ccccc1S(=O)(=O)N1C[C@@H](O)COC[C@H]2O[C@H](CC(=O)N3CCCCC3)CC[C@@H]21	-12.2	0.2	2.6	7.2	-1.8	1.8	-2.6	-6.6
O=C(C=Cc1ccccc1)CC(c1ccccc1)N1CCOCC1 (centres undefined)	2.9	2.1	2.1	-29.1	-9.0	-13.6	-0.9	nt
Cc1cccc(C)c1NC(=O)CN1CCN(C(=O)CCC(=O)N2CCC(c3ccccc3)=N2)CC1	nt	0.0	-0.8	-0.4	-1.3	-53.2	-0.4	-4.1
Cc1ccc(C)c(OCc2nnc(SCC(=O)NCc3ccc4c(c3)OCO4)o2)c1	-9.1	-0.1	0.3	1.1	nt	-20.2	1.6	nt
CCN(CC)C(=O)C1=C(C)N(CCC2=CCCCC2)C(=O)C(CC(=O)NCc2cccs2)C1 (centres undefined)	nt	0.3	nt	9.1	-10.3	-7.2	1.5	2.3
CCCCNC(=O)c1nc(-c2cccnc2)oc1-c1ccc(OC(F)(F)F)cc1	nt	nt	-2.1	-2.2	nt	19.4	-2.1	nt
Cc1noc(C)c1NC(=O)N(C)C[C@@H]1Oc2ccc(NS(=O)(=O)c3ccc(Cl)cc3)cc2CC(=O)N([C@H](C)CO)C[C@@H]1C	4.7	-0.6	-2.1	18.5	-7.3	-4.2	-1.5	-2.6
CC(C)NC(=O)N[C@H]1CC[C@@H](CCNS(=O)(=O)c2ccc(Cl)cc2)O[C@@H]1CO	-5.0	-0.4	-4.5	-11.2	-3.9	-13.3	-0.4	0.7
CC1(C)OC2OC(COC(=O)c3ccccc3)C3OC(C)(C)OC3C2O1 (centres undefined)	-0.2	0.3	-4.2	6.2	-0.9	-9.9	-1.2	nt
CCC(Oc1ccc(Cl)cc1)C(=O)N1CC(=O)Nc2ccccc21 (centres undefined)	0.6	-0.1	0.7	-2.1	3.7	3.5	1.1	-1.5
C[C@H](CO)N1C[C@H](C)[C@H](CN(C)C(=O)Nc2ccccc2)Oc2ccc(NC(=O)Cn3cnnn3)cc2CC1=O	-10.8	-1.0	5.6	-7.5	5.8	9.1	-0.6	-5.6
Cc1ccc(NC(=O)Nc2ccc3c(c2)CCC3)cc1C	-0.6	0.0	1.8	-8.9	-8.0	-14.1	2.8	nt
O=C(NCc1ccccc1C(F)(F)F)C12CN(Cc3ccccc3)CC1C(c1ccc([N+](=O)[O-])cc1)=NO2 (centres undefined)	-2.7	0.0	nt	4.2	1.6	-45.1	1.4	1.0
Cc1c(NC(=O)COC(=O)C2(c3ccccc3F)CCCC2)c(=O)n(-c2ccccc2)n1C	nt	0.2	1.8	6.4	nt	-13.0	-2.0	nt
CCC(C)NC(=O)c1c(F)c(F)c(F)c(F)c1F (centres undefined)	3.0	nt	nt	6.2	2.1	nt	nt	-5.8
CC1CN(CCOc2ccccc2C(C)C)CC(C)O1 (centres undefined)	-3.1	0.3	nt	9.0	-1.4	-13.6	2.8	-5.4
CN(CC(=O)Nc1ccc(F)cc1)C(=O)CN1C(=O)NC2(CCCCC2)C1=O	-2.4	0.0	0.3	7.9	-10.8	-4.4	-0.4	2.5
CC1CCN(C(=O)COC(=O)c2n[nH]c(=O)c3ccccc23)CC1	-1.9	0.2	0.5	31.6	8.0	-0.7	0.3	-4.4
Cc1cccc2c(C(=O)N3CCN(c4ccccc4)CC3)cc(-c3ccncc3)nc12	-1.5	0.5	-2.5	-13.0	-0.5	-13.3	-0.2	-14.7
COc1cc2c(cc1OC)CN(C(C)C(=O)Nc1cccc(S(=O)(=O)N3CCOCC3)c1)CC2 (centres undefined)	0.4	-0.1	3.4	11.0	nt	-1.9	-6.8	nt
CCOC(=O)COn1c(=O)c(-c2ccccc2)[n+]([O-])c2ccccc21	2.7	0.1	2.4	1.3	-4.4	-5.0	0.5	-1.3
CCCCN1C(=O)C(CC(=O)NC2CC2)CC(C(=O)N2CCOCC2)=C1C (centres undefined)	nt	0.0	-0.7	11.0	nt	-1.2	-4.1	1.8
CC(=O)c1ccc(NC(=O)COC(=O)c2ccccc2Sc2ccccc2C#N)cc1	1.4	0.2	-1.5	-2.2	nt	-14.8	-1.9	-1.9
COc1ccc(C(=O)N2CCC2(C)C(=O)O)cc1C(F)(F)F (centres undefined)	nt	0.0	-5.1	-2.6	12.0	-14.1	-1.3	-4.3
Cc1csc(NC(=O)c2c(-c3c(F)cccc3Cl)noc2C)n1	11.3	0.0	-0.9	-0.3	2.3	-17.8	-1.7	-0.7
CC(=O)Nc1nc2c(C)cc(NC(=O)C3CCCCC3)cc2s1	-7.3	-0.1	-4.6	24.3	15.0	-8.9	1.6	59.8*
COc1ccc(C2NC(=O)C(C#N)=C(S)N2c2ccccc2)cc1OC (centres undefined)	1.0	0.0	4.9	-9.8	nt	-9.9	-4.0	nt
CC(C)n1c(=O)c2ccccc2n1Cc1cn(Cc2cccs2)nn1	nt	0.1	4.8	7.4	5.2	-9.6	-1.2	2.3

From PubChem
